PLC-gamma1 inh: blocks human PLC-gamma1 enzyme activity; P19174; purified PLC-gamma1, fluorogenic substrate, fluorescence; inhibition, % at 12.2 µM; actives 0.84% (n = 370,000); in the data active = inhibition above about 9.5%
ADAM10 inh: ADAM10 inhibition, QFRET primary screen. recombinant ADAM10, EDANS/DABCYL FRET peptide cleavage, 3 h. actives 0.62% (n = 370,000). AID 720582. O14672. inhibition, % at 7 µM;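 active = inhibition above a per-campaign cutoff equal to the mean of compounds falling between control-based bounds plus 3 SD, cut at about 20% in these data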;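 also: 0% = DMSO wells while the 100% control is not disclosed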
proKLK7 act: activators of human kallikrein-7 zymogen; actives 0.9% (n = 370,000); P49862; purified proKLK7, EDANS-DABCYL substrate fluorescence; 100% is mature enzyme control, 0% vehicle; activation, % at 7 µM; AID 652039;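 active = activation above the mean of all tested compounds plus 3 SD, computed per campaign excluding outliers beyond control limits, cut at about 13% in these data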
Target sequence (P49862 whole entry, looked up): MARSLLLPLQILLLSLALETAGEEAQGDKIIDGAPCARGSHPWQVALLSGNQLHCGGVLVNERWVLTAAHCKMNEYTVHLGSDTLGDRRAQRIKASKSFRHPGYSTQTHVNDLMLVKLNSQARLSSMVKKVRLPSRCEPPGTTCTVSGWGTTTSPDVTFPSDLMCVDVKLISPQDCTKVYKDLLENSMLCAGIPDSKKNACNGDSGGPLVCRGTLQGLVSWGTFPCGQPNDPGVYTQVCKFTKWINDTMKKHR
ADAM17 inh: inhibitors of human ADAM17; recombinant ADAM17, EDANS/DABCYL FRET peptide cleavage; actives 0.83% (n = 370,000); P78536; AID 720648; inhibition, % at 6.95 µM;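 active = inhibition above the mean of compounds lying between control limits plus 3 SD, set per campaign, cut at about 8.5% in these data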;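 also: 0% = DMSO-only wells as the low control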
ASAP1 GAP inh: ASAP1 ArfGAP inhibition; AID 624377; inhibition, % at 16.5 µM; ASAP1-stimulated ARF1 GTP hydrolysis, GDP FP detection; actives 0.19% (n = 360,000); in the data active = inhibition above about 25%;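 also: 0% = vehicle with enzyme and substrate and 100% = no enzyme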
Tn6 DDE FP: inhibitors of Tn6 peptide binding to human fibrin DD(E); P02675; Fibrin DD(E) TRITC-Tn6 fluorescence polarization displacement; inhibition, % at 8.3 µM; actives 0.21% (n = 370,000); AID 720509;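 active = inhibition above a per-campaign cutoff: mean of compounds within control limits plus 3 SD, cut at about 15% in these data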;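 also: 0% = median of all compound wells on the plate and 100% = blocking peptide control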
Target sequence (P02675 whole entry, looked up): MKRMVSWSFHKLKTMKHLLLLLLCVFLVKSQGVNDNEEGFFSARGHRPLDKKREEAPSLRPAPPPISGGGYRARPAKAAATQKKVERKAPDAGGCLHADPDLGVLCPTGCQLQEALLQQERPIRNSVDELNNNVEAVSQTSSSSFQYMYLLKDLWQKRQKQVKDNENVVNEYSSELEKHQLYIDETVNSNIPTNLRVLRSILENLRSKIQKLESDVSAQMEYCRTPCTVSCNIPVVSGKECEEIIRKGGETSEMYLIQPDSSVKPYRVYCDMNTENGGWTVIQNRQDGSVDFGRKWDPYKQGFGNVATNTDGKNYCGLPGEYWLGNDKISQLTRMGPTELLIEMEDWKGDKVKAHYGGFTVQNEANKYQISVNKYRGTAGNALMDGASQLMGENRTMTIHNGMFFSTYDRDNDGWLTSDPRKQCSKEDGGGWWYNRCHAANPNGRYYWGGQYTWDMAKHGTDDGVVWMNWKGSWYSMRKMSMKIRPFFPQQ
ARFGAP1 inhibitor: inhibitors of rat ARFGAP1; actives 0.26% (n = 360,000); Arfgap1-stimulated ARF1 GTP hydrolysis, GDP FP detection; AID 651572; Q62848; inhibition, % at 16.5 µM;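 active = inhibition above a per-plate limit, mean inhibition of low control wells plus 3 SD, cut at about 25% in these data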;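 also: 0% = DMSO wells with enzyme and 100% = wells lacking Arfgap1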
Target sequence (Q62848 1-136 limits assumed): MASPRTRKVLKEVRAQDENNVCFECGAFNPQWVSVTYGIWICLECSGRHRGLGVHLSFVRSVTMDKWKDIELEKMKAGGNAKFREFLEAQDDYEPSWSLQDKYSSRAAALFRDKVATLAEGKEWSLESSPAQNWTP
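Material – truncated rat Arfgap1 GAP domain · Buffer or medium – HEPES-based buffer, pH 7.5 · Reagent – human ARF1(Δ1-17)-GTP substrate · Dosing – 16.5 µM single point, 1.26% DMSO · Schedule – GTP hydrolysis reaction 2 h at 25 °C · Technique – GDP detection by fluorescence polarization · Benchmarks – No-Arfgap1 wells (100%) versus DMSO full-reaction wells (0%) · Repeats – single replicate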
DDE Tn7 FP inh: DD(E)-Tn7 binding inhibition, primary FP screen; P02675; actives 0.13% (n = 370,000); FP displacement of FITC-Tn7 peptide from fibrin DD(E); 0% = median of compound wells per plate; inhibition, % at 8.3 µM;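 active = inhibition above the mean of compounds falling within the control limits plus 3 SD of them, cut at about 14% in these data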;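 also: 0% = plate median of compound wells and 100% = 10 µM Aha-Tn7 peptide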
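Assay system: Human fibrin DD(E) protein | Medium: Tris buffer with calcium and detergent, pH 7.8 | Reagent: 0.1 µM fluorescent Tn7 | Compound dosing: Single point at 8.3 µM | Times: 10 min preincubation, 3 h with tracer, room temperature | Detection: Fluorescence polarization of the labelled Tn7 tracer | Controls: Aha-Tn7 high control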
TDP2 absorb: TDP2 (human) inhibition, absorbance primary screen | O95551 | AID 720702 | actives 0.34% (n = 370,000) | inhibition, % at 12.8 µM | recombinant TDP2, T5PNP hydrolysis, p-nitrophenol absorbance 415 nm;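 active = inhibition above the mean of all tested compounds plus 3 SD, set per campaign, cut at about 25% in these data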;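 also: 0% = DMSO with enzyme and 100% = buffer with substrate but no TDP2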
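System – recombinant human TDP2 · Amount – 120 nM TDP2 per well · Buffer or medium – Mg2+-containing Tris-HCl buffer, pH 7.5 · Reagent – T5PNP substrate, 5 mM · Dosing – 12.8 µM single point, 1% DMSO · Incubation – 2 h at 37 °C · Measured by – epi absorbance · Read-out basis – percent inhibition · Benchmarks – high control without enzyme, low control DMSO plus TDP2 · Repeats – singlicate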
LEDGF integ inh: blocks HIV-1 LEDGF/p75-dependent DNA integration; TR-FRET IN-LEDGF/p75 DNA integration, Eu/Cy5; inhibition, % at 3.7 µM; actives 0.64% (n = 370,000);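 active = inhibition above the screen-wide mean plus 3 SD, cut at about 13% in these data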;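 also: signal is the Cy5 over europium emission ratio at 671 and 618 nm; 0% = plate median of compound wells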
Numbers without * were called inactive; . = not tested or not shown.

SMILES	PLC-gamma1 inh	ADAM10 inh	proKLK7 act	ADAM17 inh	ASAP1 GAP inh	Tn6 DDE FP	ARFGAP1 inhibitor	DDE Tn7 FP inh	TDP2 absorb	LEDGF integ inh
COc1ccccc1NC(=O)COC(=O)C1CC1	4	10	-0.2	0	12	-3	8	0	2	4
CN(c1ccccc1)S(=O)(=O)c1cccc(C(=O)OCC(=O)Nc2ccc3[nH]c(=O)[nH]c3c2)c1	9	-7	0.0	2	-14	-3	-3	-8	-4	-1
COc1ccc(C(=O)Nc2ccccc2)cc1NC(=O)c1cccs1	2	7	0.1	-2	-1	-4	5	3	4	3
CCOc1ccc(-n2c(SCC(=O)Nc3cc(C)c(NC(=O)c4ccccc4)cc3OC)nnc2-c2ccncc2)cc1	3	2	0.5	5	.	-1	.	2	-2	4
CCCNS(=O)(=O)c1ccc(OCC(=O)N2CCCC2)cc1	2	1	0.1	-3	0	-3	-1	-3	-4	-5
CC1CCCC(NC(=O)COC(=O)CN2C(=O)C3CCCCC3C2=O)C1C (centres undefined)	-1	5	-0.3	-5	5	-3	11	10	2	3
C=CCc1ccc(OCCn2nnc3ccccc32)c(OC)c1	-1	4	0.2	0	-4	-1	5	-5	8	1
COc1ccc(/C=N/NC(=O)CN(c2ccc(OC)cc2)S(=O)(=O)c2ccccc2)cc1	0	0	0.5	-2	-12	-1	6	8	9	1
CC(C)N(C(=O)Cn1cc(S(=O)(=O)CC(=O)NCc2ccccc2)c2ccccc21)C(C)C	-2	-2	0.3	-10	-7	0	-4	9	-3	-2
Cc1cc(C(=O)CSc2nnc3c(Cl)cc(Cl)cn23)c(C)n1C	-1	-2	0.1	-3	2	-9	-3	-5	-3	0
CCOC(=O)c1[nH]c(CSc2nnc(-c3ccc(OC)cc3)o2)c(C(=O)OCC)c1C	-2	-7	0.2	-6	-11	-8	-2	5	-2	-2
COc1cccc(C(=O)C2CCCN(Cc3cccn3-c3cccnc3)C2)c1 (centres undefined)	-3	2	0.7	0	4	4	12	7	14	0
Cc1ccccc1OCC(=O)OCC(=O)Nc1ccc(Cl)cn1	-4	-4	-0.5	-4	4	-4	-12	1	2	-4
O=C(NCc1ccccc1Cl)c1ccc(NC2=NC3CS(=O)(=O)CC3S2)cc1 (centres undefined)	-1	-15	0.3	3	9	-3	27*	4	6	0
O=C(CSc1nc2ccc([N+](=O)[O-])cc2s1)NC1CCS(=O)(=O)C1 (centres undefined)	-3	6	-0.4	0	4	4	-7	-1	1	6

Reprinted from above, six compounds:
SMILES	PLC-gamma1 inh	ADAM10 inh	proKLK7 act	ADAM17 inh	ASAP1 GAP inh	Tn6 DDE FP	ARFGAP1 inhibitor	DDE Tn7 FP inh	TDP2 absorb	LEDGF integ inh
COc1ccc(/C=N/NC(=O)CN(c2ccc(OC)cc2)S(=O)(=O)c2ccccc2)cc1	0	0	0.5	-2	-12	-1	6	8	9	1
CC(C)N(C(=O)Cn1cc(S(=O)(=O)CC(=O)NCc2ccccc2)c2ccccc21)C(C)C	-2	-2	0.3	-10	-7	0	-4	9	-3	-2
Cc1cc(C(=O)CSc2nnc3c(Cl)cc(Cl)cn23)c(C)n1C	-1	-2	0.1	-3	2	-9	-3	-5	-3	0
CCOC(=O)c1[nH]c(CSc2nnc(-c3ccc(OC)cc3)o2)c(C(=O)OCC)c1C	-2	-7	0.2	-6	-11	-8	-2	5	-2	-2
COc1cccc(C(=O)C2CCCN(Cc3cccn3-c3cccnc3)C2)c1 (centres undefined)	-3	2	0.7	0	4	4	12	7	14	0
Cc1ccccc1OCC(=O)OCC(=O)Nc1ccc(Cl)cn1	-4	-4	-0.5	-4	4	-4	-12	1	2	-4

Back to the main list; the 4 compounds before the break are reprinted first.
SMILES	PLC-gamma1 inh	ADAM10 inh	proKLK7 act	ADAM17 inh	ASAP1 GAP inh	Tn6 DDE FP	ARFGAP1 inhibitor	DDE Tn7 FP inh	TDP2 absorb	LEDGF integ inh
COc1cccc(C(=O)C2CCCN(Cc3cccn3-c3cccnc3)C2)c1 (centres undefined)	-3	2	0.7	0	4	4	12	7	14	0
Cc1ccccc1OCC(=O)OCC(=O)Nc1ccc(Cl)cn1	-4	-4	-0.5	-4	4	-4	-12	1	2	-4
O=C(NCc1ccccc1Cl)c1ccc(NC2=NC3CS(=O)(=O)CC3S2)cc1 (centres undefined)	-1	-15	0.3	3	9	-3	27*	4	6	0
O=C(CSc1nc2ccc([N+](=O)[O-])cc2s1)NC1CCS(=O)(=O)C1 (centres undefined)	-3	6	-0.4	0	4	4	-7	-1	1	6
CCOc1cccc(NC(=O)/C(C#N)=C/c2cccnc2)c1	0	3	0.1	-1	-7	0	3	-8	-19	4
COC(=O)c1[nH]c(C)c(/C(O)=C2\C(=O)C(=O)N(CCN(C)C)C2c2cccc(OC)c2OC)c1C (centres undefined)	1	-3	-0.3	-2	8	0	-9	9	4	-2
CC(=O)c1ccc(OCCn2cnc3ccccc32)cc1	-1	-5	-0.5	-4	2	-6	-2	3	12	2
CCn1c(SCC(=O)N(C)Cc2ccc(OC)c(F)c2)nc2cc(S(N)(=O)=O)ccc21	-2	-4	0.5	1	-9	3	-1	-12	-3	4
CCOC(=O)C1CCN(C(=O)/C=C/c2cccs2)CC1	-3	4	-0.1	-6	2	0	18	5	-4	-5
Brc1ccc2nc3c(n2c1)CCCC3	4	-1	-0.7	0	4	-2	-6	-2	-14	2
Clc1nc(-c2cccnc2)nc2scc(-c3ccccc3)c12	-11	-7	-0.3	-2	4	6	-22	8	6	0
COc1nc(N)nc(NC(=O)c2cccs2)c1N=O	-3	-11	0.1	-5	-4	-3	2	2	1	0
Cc1cnc(C(=O)Nc2ccc(F)c(F)c2)cn1	6	-5	-0.8	-3	0	-2	3	5	-9	2
CN1CCS/C1=C/C=C1/SC(=S)N(Cc2ccccc2)C1=O	-18	16	-0.3	8	10	38*	7	-24	5	-2
O=C(CCN1C(=O)c2ccncc2C1=O)NCc1ccc(Cl)cc1	0	1	-0.8	-2	-3	-3	6	-10	-2	-4
COC(=O)C(Cc1ccc(O)cc1)NC(=O)C(C)NC(=O)c1ccc(C(C)(C)C)cc1 (centres undefined)	9.7*	7	-0.4	5	21	-1	-2	-9	-27	7
CC(C)CC(CO)N1CCN(C(=O)c2ccc(Cl)cc2Cl)CCC1=O (centres undefined)	0	1	0.2	-6	-2	-1	1	-8	7	1
Cc1cnc(C(=O)Nc2ccc(N3CCOCC3)cc2)cn1	3	6	-0.1	5	-7	2	-6	-2	-7	-1
CCC1COCCS(=O)(=O)N1Cc1ccccc1 (centres undefined)	0	1	0.3	-6	0	-1	14	-4	8	-2
O=C(c1cc2ccccc2o1)N1CCN(S(=O)(=O)c2c(F)cccc2F)CC1	3	-8	-0.1	-3	6	-5	9	-8	-7	-3
O=c1[nH]c(C2CCN(S(=O)(=O)c3ccccc3)CC2)nc2c1nnn2Cc1c(F)cccc1Cl	0	16	1.4	0	0	3	2	3	-7	6
COCCNC(=O)Cn1cc(/C=C(\C#N)C(=O)NC2CCCC2)c2ccccc21	-3	1	0.4	-1	-26	-2	7	3	5	0
O=C(NC(=S)N1CCCCC1CO)c1cc(Br)ccc1Cl (centres undefined)	0	-4	-0.2	2	-2	3	9	-10	-19	2
CN(C)/C=N/c1sc2c(c1C(N)=O)CCCC2	3	0	-0.1	-1	4	-2	10	-7	12	2
COc1cc(C(=S)NCc2ccccc2)cc(Br)c1O	2	11	-0.6	5	9	-6	0	-2	-14	0
Cc1cc(C)nc(NS(=O)(=O)c2ccc(NC(=O)C3COc4ccccc4O3)cc2)n1 (centres undefined)	3	0	0.5	-3	11	-2	13	9	3	0
CCC(=O)c1ccc(N2CCN(C(=O)c3cccs3)CC2)c(F)c1	-3	2	-0.1	0	7	10	-13	-1	0	1
NNC(=O)c1[nH]c2ccc(Cl)cc2c1-c1ccccc1	-13	-9	-0.2	-1	-6	1	2	-5	-1	2
OCCc1c[nH]c2ccc(OCc3ccccc3)cc12	-3	-6	0.8	-2	4	-1	4	-4	-1	3
O=C(O)c1ccccc1-c1nc2ccccc2n1-c1ccccc1	0	3	0.0	-1	-1	5	4	1	5	-3
COc1ccc2c(c1)CCC/C2=N\NC(=O)c1ccoc1C	-1	-5	-0.8	-3	6	-7	3	5	-8	-3
COC(=O)[C@]12C[C@H](CC(=O)N3CCSCC3)C(=O)N(Cc3ccc(Cl)cc3Cl)C1=C[C@H](C(C)C)O[C@@H]2C1CC1	-3	-2	0.5	-3	.	-3	.	-3	11	0
O=C(c1ccc(NS(=O)(=O)c2ccccc2)cc1)N1CCOCC1	-2	-6	-0.5	0	-14	-1	1	3	11	0
O=C(CSc1nnc(-c2ccccc2Cl)o1)N1CCOCC1	-1	-2	-0.4	-2	2	9	10	-1	-5	-2
O=C(CN1C(=O)NC2(CCCCCCC2)C1=O)NCc1ccccc1	2	4	0.0	0	9	-3	-3	-7	-1	3
C=CCN1[C@H](Cc2ccccc2)COc2cc(N3CCSCC3)ccc2S1(=O)=O	1	7	0.0	0	.	6	.	2	-2	-1
Cc1cc(C)cc(Oc2cc(NC(=O)c3cn(C)nc3C)cc([N+](=O)[O-])c2)c1	0	7	0.1	0	11	1	21	6	8	-5
Cc1c(C(=O)Nc2cc(S(=O)(=O)N3CCOCC3)ccc2N2CCOCC2)oc2ccccc12	-7	-10	-0.6	-6	4	2	-7	6	9	-4
Cc1[nH]n(-c2cccc(Cl)c2)c(=O)c1C=NCC(C)C	1	4	0.5	-3	-2	6	4	-3	-1	-4
CC1CCN(C(=O)CSc2nc3ccccc3s2)CC1	0	0	1.0	-1	1	9	10	1	4	-3
Cc1[nH]nc2ncc(C(=O)c3cc(F)ccc3O)cc12	-12	-22	0.1	-9	8	3	2	0	2	2
CCn1ncc(Br)c1C(=O)Nc1cc(C)on1	1	-2	-1.0	-3	-2	4	3	-6	2	-8

Hits appear at their usual frequency; any-hit rate near 4.2%.
